Screening data deposited in PubChem by National Center for Advancing Translational Sciences (NCATS).
aSyn yeast rescue: qHTS of alpha-syn Inhibitors: NCGC Sytravon Library Screen | S. cerevisiae alpha-synuclein toxicity rescue, BacTiter-Glo growth, 24 h | Potency, µM (top dose mostly 46.1 µM), for inactives: at the highest dose growth rescue (activation), hits mostly activators | hit rate 0.02% among 94,000 | AID 1347070, 2019; active = well fitted activation curve with a large enough effect; inconclusive = small, poorly fitted or top-dose-only effect; note: 0% is about no effect
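Growth restoration measured by BacTiter-Glo luminescence after 24 hr at 30 deg C; alpha-synuclein yeast, raffinose-pregrown to mid-log, were added at OD600=0.02 in galactose medium onto pinned compounds.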
An asterisk follows results filed as active; ? = inconclusive; [ ] = remark or other dose. Potency is the fitted concentration of half-maximal effect. Not all compounds are listed; the hit share may differ from the screen's.

Molecule,aSyn yeast rescue
CCc1ccc(S(=O)(=O)NCc2ccc3c(c2)CCN3C(=O)c2ccc(C)cc2)cc1,4%
O=C(NC(=S)N1CC=CCC1)c1ccccc1,7%
CN1C(=O)c2ccccc2Sc2ccc(NC(=O)NCc3ccc(Cl)cc3)cc21,-7%
COc1cccc(CNCCc2c[nH]c3ccccc23)c1OCc1ccccc1,-3%
COc1ccc(NC(=O)c2cccc(S(=O)(=O)N3CCc4ccccc43)c2)c(OC)c1,5%
CCCCn1c(N)c(N(CCOC)C(=O)c2cc(-c3ccc(F)cc3)nc3ccccc23)c(=O)[nH]c1=O,-49%[inhibitor]
N#CCC(=O)Nc1ccc(C(=O)OCc2ccccc2Oc2ccccc2)cc1,-29%
Cn1cc(CCNCc2cn[nH]c2-c2ccc(-c3ccccc3)cc2)cn1,4%
COc1ccc(CN2C(=O)C(CC(=O)NCCN3CCOCC3)CC(C(=O)N3CCOCC3)=C2C)cc1 (configuration not stated),4%
CCOc1ccc(NC(=O)CN(C)C(=O)c2sc3ccccc3c2Cl)cc1OCC,-8%
CCCCOC(=O)c1ccc(Nc2nnc(-n3nc(C)cc3C)c3ccccc23)cc1,6%
O=C(CSc1nc(=O)[nH]c2c1CCC2)Nc1cc(C(F)(F)F)ccc1Cl,-5%
Cc1ccc2cccc(OCC(=O)N3CCc4ccccc43)c2n1,5%
COc1ccc(N2CCN(c3ncnc4scc(-c5ccccc5)c34)CC2)cc1,7%
CCc1nc(SCC(=O)Nc2cc(OC)ccc2OC)c2c(C)c(C)sc2n1,-3%
CCN(CC)CCSc1nnc2c3cc(F)ccc3n(C)c2n1,-2%
CCc1ccccc1Nc1nn2c(=O)c3ccc(C(=O)NCCc4ccccc4)cc3nc2s1,-1%
COCC(=O)Nc1cc(Cl)ccc1C,6%
O=C(COC(=O)c1cc(S(=O)(=O)NCc2ccccc2)ccc1O)c1cc2ccccc2o1,1%
COc1ccc(C)cc1-n1cnc2cc(C(=O)NC3CCCCCC3)ccc21,-19%
CCCCn1ccnc1C(=O)c1ccc(S(=O)(=O)N2CCCC2)cc1,-1%
Cn1cc(S(=O)(=O)N2CCCC(C(=O)O)C2)cn1 (configuration not stated),6%
NC(=O)c1nsc(C(=O)N(CC(=O)NCc2ccccc2)c2ccc(F)cc2)c1N,9%
Cc1ccc(NC(=O)c2cc3c(=O)n(Cc4cccnc4)ccc3nc2C)cc1F,-2%
CCOc1ccccc1NC(=O)Cc1noc2ccc(C)cc12,1%
O=c1cc(/N=C/c2coc3cc(Br)ccc3c2=O)[nH]c(=S)[nH]1,-5%
Cn1c(=O)cc(SCC(=O)NCCC2=CCCCC2)c2cc(Cl)ccc21,-5%
COc1cc(OC)c(NC(=O)N2CC3CCCN3c3ccccc32)cc1Cl (configuration not stated),-5%
Cn1cccc1/C=C1/SC(=S)N(CC(=O)O)C1=O,-2%
CN(CC(=O)Nc1ccccc1Cl)C(=O)COC(=O)c1ccc([N+](=O)[O-])cc1Cl,11%
Cc1ccc(CNC(=O)c2cc3c(s2)-c2ccccc2SC3)cc1,5%
O=C(c1ccc2c(c1)N(Cc1cccc(Cl)c1)C(=O)c1ccccc1S2(=O)=O)N1CCN(Cc2ccccc2)CC1,-1%
CC(c1ccccc1)N1C(=O)c2ccccc2C1O (configuration not stated),6%
CCc1nnc(NC(=O)CSc2nc3c([nH]c4ccccc43)c(=O)n2-c2cc(C)cc(C)c2)s1,2%
CCCCN1C(=O)C(O)(CC(=O)c2ccco2)c2cc(Br)ccc21 (configuration not stated),-5%
O=C(O)C(Cc1cc(Cl)ccc1Cl)Sc1nc2ccccc2[nH]1 (configuration not stated),2%
COc1ccccc1N1CCN(CCCNC(=O)c2cnn(-c3ccc(C)c(C)c3)c2C2CCN(C(=O)OC(C)(C)C)CC2)CC1,0%
COc1ccc(NC(=O)CSc2nc(O)c(C/C=C/c3ccccc3)c(=O)[nH]2)cc1,-11%
COc1ccc2nc(NNC(=O)COc3ccccc3)sc2c1,-4%
COc1ccc(Cc2nnc(Nc3c(C)cccc3C)o2)cc1OC,-1%
Cc1c(Cl)cccc1NC(=O)CCCn1nc([N+](=O)[O-])cc1C,-5%
COc1cc(OC)c(NC(=O)c2oc3ccc4c(c3c2C)C(=O)CC(C)(C)O4)cc1Cl,-4%
CC(C)n1c(SCC(=O)c2ccc(F)cc2)nc2c(sc3ccccc32)c1=O,0%
CCOc1ccccc1NC(=O)Cn1c(=O)n(-c2ccc(C)c(C)c2)c(=O)c2c(C)c(C(=O)N(C)C)sc21,-14%
CCCn1c(C(Cc2ccccc2)NC(=O)COC)nc2ccccc21 (configuration not stated),5%
COCCCNC(=S)N1CCC(NC(=O)c2ccco2)CC1,-3%
Cc1cc(C)c2nc(C)cc(Nc3ccc(C(=O)N4CCOCC4)cc3)c2c1,4%
CCCc1cc(C(=O)NCc2cccnc2)no1,3%
CCN(c1ccccc1)S(=O)(=O)c1ccc(C(=O)N2CC(C)CC(C)C2)cc1 (configuration not stated),4%
Nc1nc(SCC(=O)Nc2ccccc2C(F)(F)F)[nH]c(=O)c1-c1ccccc1,-6%
CN(CC(=O)C(C(N)=O)c1ccccc1)c1ccccc1 (configuration not stated),-4%
O=C(Cn1ccn(-c2ccc(F)cc2)c(=O)c1=O)Nc1ccc(F)cc1,7%
COc1cc(C(=O)NCCc2ccc(F)cc2)ccc1OCC(=O)N1CCOCC1,8%
COc1ccccc1CNC(=O)CCCc1nnc2n(CC(C)C)c(=O)c3sccc3n12,-11%
C[C@H]1CN([C@@H](C)CO)C(=O)c2cc(Br)cnc2O[C@@H]1CN(C)C(=O)c1ccncc1,11%
COc1ccc(C)c2sc(NC(=O)c3ccc(S(=O)(=O)N(C)C)cc3)nc12,2%
Cc1nnc(NC(=O)CSc2nccn2-c2cccc(Cl)c2)s1,-6%
O=C(O)c1cccnc1SC1CC(=O)N(c2ccc(OC(F)F)cc2)C1=O (configuration not stated),-2%
CCOc1ccc(NCc2cccn2-c2nnc(N3CCC(C(=O)NCC(C)c4ccccc4)CC3)s2)cc1 (configuration not stated),2%
COc1ccc(CNC(=O)c2ccc(CNS(=O)(=O)c3ccc(F)cc3)cc2)cc1,-15%

The results go on:
Molecule,aSyn yeast rescue
CN(C)c1ccc(/C=C/C(=O)c2c(O)c3ccccc3oc2=O)cc1,1%
Cc1c(C(=O)N(C)C)sc2c1c(=O)n(-c1ccc(Cl)c(Cl)c1)c(=O)n2Cc1ccc(F)cc1,-9%
Cc1ccccc1NC(=O)CSc1nnc(COc2ccc(Cl)cc2)o1,9%
CC(=O)c1ccc(OCCCC(=O)Nc2ccc(C)c(S(=O)(=O)N3CCCCC3)c2)cc1,-7%
O=C(NC1CCCC1)c1ccc2c(c1)N(Cc1ccc(F)cc1)C(=O)c1ccccc1S2,5%
COc1ccc(C)cc1NC(=O)N(Cc1ccc(C)o1)C1CCN(C(C)=O)CC1,1%
Cc1ccc(Cn2c(=O)c3cccnc3n(Cc3ccc(F)cc3)c2=O)cc1,7%
O=C1CC(=O)OC(c2ccc([N+](=O)[O-])cc2)O1,-54%[inhibitor]
Cc1ccccc1CNC(=O)C1CCN(c2nnc(C)c3c(C)n(-c4ccccc4)nc23)CC1,6%
O=C(O)COc1ccccc1/C=N/NC(=O)CSc1nnc(-c2ccc(Cl)cc2)n1C1CCCCC1,-2%
N=C1/C(=C\c2coc3ccccc3c2=O)C(=O)N=C2SC(c3ccncc3)=NN12,-3%
Cc1ccc(C)c(N2CCN(C(=O)c3cc4c(=O)n(Cc5ccco5)ccc4nc3C)CC2)c1,9%
CCC(C(=O)NCc1ccccc1Cl)n1nc(C)c2sc3ccccc3c2c1=O (configuration not stated),1%
CCOc1ccc(N2CC(NC(=O)c3ccco3)CC2=O)cc1 (configuration not stated),3%
CCCOc1ccc(CN(C(=O)c2nc(SC(C)C)ncc2Cl)C2CCS(=O)(=O)C2)cc1 (configuration not stated),11%
CCc1cccc(NC(=O)Cn2c(=O)n(-c3cccc(Cl)c3)c(=O)c3c2c2cc(C)ccc2n3C)c1,2%
COc1cc(NC(=O)Cn2cnc3sc(C)c(S(=O)(=O)N4CCC(C)CC4)c3c2=O)cc(OC)c1OC,-4%
Cc1cn2c(=O)cc(COC(=O)c3cccc(NC(=O)COc4ccccc4)c3)nc2s1,3%
O=C1NC(=Nc2ccc(F)cc2)SC1Cc1ccc(F)cc1 (configuration not stated),11%
COc1cccc(NC(=O)c2oc3ccc(S(=O)(=O)N4CCCCCC4)cc3c2C)c1,1%

More entries.
structure,aSyn yeast rescue
CCOC(=O)CSc1nc2ccccc2c(=O)n1CC(C)C,-9%
Cc1c(/C=N/NC(=O)c2cccs2)c2ccccc2n1Cc1ccccc1Cl,10%
CCc1ccc(CN(C)C(C)C(=O)NCc2ccccc2)cc1 (configuration not stated),1%
Cc1nn(C(=O)c2cccc([N+](=O)[O-])c2C)c(C)c1S(=O)(=O)N1CCOCC1,2%
CCOc1ccc(NC(=O)C(=O)NCCc2csc(-c3ccc(C)cc3)n2)cc1,1%
O=C(Cc1n[nH]c(=O)[nH]c1=O)N/N=C/CCc1ccccc1,-2%
Cc1cccc(OCCC(=O)Nc2cc(S(=O)(=O)N3CCCCC3)ccc2N2CCOCC2)c1,17%
CN1C(=O)C2(c3ccccc31)N(c1ccc(Br)cc1)C(=O)CS2(=O)=O (configuration not stated),4%
CC(C)CC(NS(=O)(=O)c1ccc2c(c1)oc(=O)n2C)C(=O)NCCc1ccc(Cl)cc1 (configuration not stated),-3%
O=C(NCc1cccc(Cl)c1)c1c2c(nc3ccccc13)C(=O)N(C1CCCCC1)C2,1%
Cc1cc2nc(C)c(Cl)c(=O)n2[nH]1,7%
O=C(CCN=C1NS(=O)(=O)c2ccccc21)OCC(=O)c1ccccc1,10%
Cc1cc(C)c(S(=O)(=O)Nc2ccc3oc4c(c3c2)CCCC4)cc1C,8%
Cc1nc(SCc2ccc(Cl)cc2)ncc1C(=O)O,0%
Cc1csc(NC(=O)C2CCCN(S(=O)(=O)c3cccnc3)C2)n1 (configuration not stated),6%
Cc1ccc2[nH]c3c(=O)n(CC(=O)NCCc4ccc(Cl)cc4)ncc3c2c1,0%
CCOc1ccc(-n2c(C)nc3cc(C(=O)NCCC4=CCCCC4)ccc32)cc1,?
O=C(COC(=O)Cc1c[nH]c2ccccc12)NCCc1ccccc1,10%
CC(=O)c1ccc(NC(=O)CCc2c(C)nn(-c3ccc4nncn4n3)c2C)cc1,-7%
COc1cc(CN2CCN(S(=O)(=O)c3ccccc3)CC2)cc(OC)c1O,0%
CSc1ccccc1NC(=S)NC1CCCCC1,-10%
O=C(CN1C(=O)c2ccccc2S1(=O)=O)NCc1ccco1,-5%
CCOc1ccc2oc(C(=O)NCC(C)(C)CN(C)C)c(C)c2c1,8%
CC(C)Cn1c(CN(Cc2ccccc2)Cc2ccccc2)nc2c1c(=O)n(C)c(=O)n2C,-5%
CCN(CC)C(=O)C1=C(C)N(Cc2ccc(OC)cc2)C(=O)C(CC(=O)NC2CC2)C1 (configuration not stated),-3%
COc1ccc(Cl)cc1NC(=S)N1CCC(c2ccc(C)cc2)C1 (configuration not stated),3%
CC/C(=N\NS(=O)(=O)c1ccc(C)cc1)c1ccco1,-1%
COc1ccccc1Nc1nc(-c2ccccc2F)nc2ccccc12,-12%
C=CCOc1ccc(C[C@H](N)C(=O)NC[C@H]2O[C@@H](n3ccc(N)nc3=O)[C@H](O)[C@@H]2O)cc1,8%
CC(=O)OCCN1c2ccccc2Sc2cnccc21,-3%
Cc1c(-c2nc(-c3ccccc3F)no2)nnn1-c1cc(F)ccc1F,-11%
CCCn1c(SCc2nc(-c3ccccc3C)no2)nnc1-c1ccc(Cl)cc1,0%
CCC1Oc2ccccc2N(CC(=O)NCc2ccc(C)cc2)C1=O (configuration not stated),7%
Cc1nn(C(=O)c2ccc(Cl)cc2)c(C)c1S(=O)(=O)N1CCOCC1,-2%
Cc1ccc(C(=O)NCC(=O)N2CCCCCC2)cc1,-8%
Cc1ccc(Nc2n[nH]c(=S)s2)cc1,-12%
COc1cccc(N2CC(NC(=O)c3cc4ccccc4o3)CC2=O)c1 (configuration not stated),2%
Cc1ccc2c(c1)N(CC(=O)NCCCN1CC(C)CC(C)C1)C(=O)c1cccnc1O2 (configuration not stated),9%
C/C(CC(=O)Nc1cc(Cl)ccc1C)=N\NC(N)=O,-7%
COc1ccc(C(=O)NCCc2sc(-c3ccc(F)cc3)nc2C)cc1OC,-3%
Cc1cc(/C=N/NC(=O)c2ccccn2)c(C)n1-c1cccc([N+](=O)[O-])c1,-1%
